Assay outcomes as filed in PubChem.
L3MBTL1 inh = L3MBTL1 (human) inhibition | Potency, µM (titrated, usually from 57.1 µM), for inactives: top-dose activity, negative = inhibition, usual class: inhibitors | AID 485360 | 230,000 tested, 0.66% active | AlphaScreen L3MBTL1–H3K9me1 peptide binding | Q9Y468; further: on the % scale 0 is the no-effect control and ±100 the full control effect; nearly all actives have a fitted effect of over 60% in size
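Read-out is AlphaScreen signal from streptavidin donor and nickel chelate acceptor beads (10 ug/mL final each) bridging L3MBTL1 (50 nM) and biotinylated K9-monomethylated H3(1-15) peptide (75 nM), after 30 min compound exposure at room temperature.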
Lamin A splicing = LMNA splicing modulation; Potency, µM (highest dose often 46.1 µM), without a hit: at the highest dose ratio change, negative = inhibition, usual class: inhibitors; 200,000 tested, 0.01% active; HeLa LMNA splicing GFP/RFP minigene ratio, 48 h; AID 1487; active means well fitted inhibition curve with a large enough effect in the signal ratio, with a control signal flat, not every such curve was filed as active; inconclusive means small, poorly fitted or top-dose-only effect, or effect the other way, or a change in a side signal; the % refers to the signal ratio; further: on the % scale 0 is the no-effect control and ±100 the full control effect
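S3 HeLa stable clones carrying a lamin A-EGFP splicing minigene plus DsRed2 were seeded at 600 cells/well in Opti-MEM with 2% FBS, pin-dosed and incubated 48 h at 37°C. Acumen cytometry (488 nm) gave the GFP/RFP total-intensity ratio.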
KinaseGlo FLuc = Kinase-Glo luciferase inhibition (counter-screen); Q27757; Kinase-Glo luciferase, ATP luminescence, 8 min; Potency, µM (top dose mostly 38.3 µM), without a hit: at the highest dose activity change, negative = inhibition, most hits filed as inhibitors; 200,000 tested, 0.28% active; AID 1379; further: on the % scale 0 is the no-effect control and ±100 the full control effect; nearly all actives have a fitted effect of over 60% in size
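Substrate mix (final 50 mM imidazole pH 7.2, 50 mM KCl, 7 mM MgCl2, 10 uM ATP, 0.01% Tween 20, 0.05% BSA) plus pin-tool compound, then Kinase-Glo detection mix; 8 min ambient, luminescence read.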
Tau fibril ThT = tau fibrillization inhibition (ThT binding) | P10636 | recombinant tau K18 P301L, heparin-induced fibrillization, ThT fluorescence | Potency, µM (highest dose often 57.4 µM), without a hit: at the top dose activity, negative = inhibition, most hits filed as inhibitors | 270,000 tested, 2.1% active | AID 1460; further: on the % scale 0 is the no-effect control and ±100 the full control effect; nearly all actives have a fitted effect of over 55% in size
Target sequence (P10636 561-689 P618L limits assumed): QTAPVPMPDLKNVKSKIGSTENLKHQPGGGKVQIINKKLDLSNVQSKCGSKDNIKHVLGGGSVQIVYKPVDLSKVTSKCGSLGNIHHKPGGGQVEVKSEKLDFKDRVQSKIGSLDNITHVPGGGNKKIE
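Fibril formation assay: tau K18 P301L at 15 uM with trace Alexa 594 label, heparin inducer 20 uM, pH 7 sodium acetate buffer, 37 C for 6 hr; endpoint ThT signal.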
JMJD2E inh = inhibitors of human JMJD2E histone demethylase; JMJD2E catalytic domain, FDH-coupled NADH fluorescence (FDH is formaldehyde dehydrogenase); Potency, µM (series often up to 57.1 µM), for inactives: at the highest dose activity change, negative = inhibition, hits mostly inhibitors; 230,000 tested, 1.6% active; AID 2147; active means well fitted inhibition curve with a large enough effect, not every such curve was filed as active; inconclusive means small, poorly fitted or top-dose-only effect, or another doubt; inactive means no such curve, though single readings can be large or run the other way;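 further: 0% = wells with enzyme and -100% = buffer wells without enzyme; nearly all actives have a fitted effect of over 50% in size; many of its hits are not listed in these tables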
Target sequence (B2RXH2 1-337 limits assumed): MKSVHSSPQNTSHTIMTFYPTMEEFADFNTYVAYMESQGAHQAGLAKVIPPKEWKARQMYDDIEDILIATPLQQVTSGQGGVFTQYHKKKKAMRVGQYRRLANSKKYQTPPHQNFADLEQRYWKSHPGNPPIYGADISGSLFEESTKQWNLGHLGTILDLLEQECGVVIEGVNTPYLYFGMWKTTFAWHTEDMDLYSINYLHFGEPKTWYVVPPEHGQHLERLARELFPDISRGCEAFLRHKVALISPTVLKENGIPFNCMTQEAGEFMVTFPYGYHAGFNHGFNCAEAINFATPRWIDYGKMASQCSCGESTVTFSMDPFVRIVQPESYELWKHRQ
ALDH1A1 block = inhibitors of human aldehyde dehydrogenase 1A1 | AID 1030 | Purified ALDH1A1, NADH fluorescence, propionaldehyde substrate | P00352 | 220,000 tested, 7.3% active | Potency, µM (top dose mostly 75.3 µM), without a hit: at the highest dose activity, negative = inhibition, actives largely listed as inhibitors; active means well fitted inhibition curve with a large enough effect, not every such curve was filed as active; inconclusive means small, poorly fitted or top-dose-only effect, or another doubt; inactive means no such curve, though single readings can be large or run the other way;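 further: plate controls were no enzyme wells and a reference inhibitor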
RECQ1 helicase = inhibitors of human RECQ1 DNA helicase. P46063. RECQ1 DNA unwinding, red fluorescence kinetic read. Potency, µM (top dose mostly 57.3 µM), without a hit: at the highest dose activity, negative = inhibition, most hits filed as inhibitors. 240,000 tested, 0.54% active. AID 2549;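 further: plate controls were vehicle for no effect and no enzyme for full effect; nearly all actives have a fitted effect of over 30% in size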
Target sequence (P46063 whole entry, looked up): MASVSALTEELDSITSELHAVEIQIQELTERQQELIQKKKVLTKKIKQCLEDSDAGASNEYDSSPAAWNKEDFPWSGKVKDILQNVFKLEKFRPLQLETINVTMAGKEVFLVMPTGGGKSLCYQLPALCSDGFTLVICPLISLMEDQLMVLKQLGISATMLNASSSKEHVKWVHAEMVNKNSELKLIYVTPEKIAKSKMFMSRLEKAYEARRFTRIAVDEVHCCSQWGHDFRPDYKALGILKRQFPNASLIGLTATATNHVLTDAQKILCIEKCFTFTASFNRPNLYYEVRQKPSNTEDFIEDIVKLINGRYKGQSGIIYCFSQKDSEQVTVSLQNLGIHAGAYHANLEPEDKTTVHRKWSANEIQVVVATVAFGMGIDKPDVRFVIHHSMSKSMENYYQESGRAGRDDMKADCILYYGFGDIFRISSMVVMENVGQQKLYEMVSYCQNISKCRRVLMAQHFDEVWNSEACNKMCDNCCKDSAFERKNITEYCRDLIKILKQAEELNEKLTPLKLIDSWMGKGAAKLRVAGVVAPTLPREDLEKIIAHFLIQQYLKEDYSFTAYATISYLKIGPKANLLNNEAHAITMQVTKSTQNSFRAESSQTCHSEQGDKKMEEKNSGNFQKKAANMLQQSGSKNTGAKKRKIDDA
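50 nM RECQ1T1 preincubated 15 min with compound in Tris pH 8.0 buffer with MgCl2, DTT, Tween-20 and 2.5 ug/ml poly(dI-dC); started with 200 nM TAMRA/BHQ-2 forked duplex and 2 mM ATP. Unwinding read as fluorescence (525/598 nm), two reads 2 h apart.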
SMN2 splice up = enhancers of SMN2 splice variant expression. HEK293 SMN2-luciferase splicing reporter, luminescence, 30-36 h. AID 1458. Potency, µM (doses to about 46.1 µM), for inactives: at the highest dose activity change, positive = activation, most hits filed as activators. 210,000 tested, 2.8% active; further: % of control where 0% means no effect; nearly all actives have a fitted effect of over 55% in size
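qHTS luciferase splicing reporter: luminescence rises when SMN2 exon 7 is included in transfected HEK293 cells. Compound exposure lasted 30-36 h at 37C, with 4.5 mM final sodium butyrate as control, followed by a ONE-Glo read.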
* marks the source's active call; other numbers are inactive results; & = joins results of further samples; [ ] = remark or other dose. Unless noted, the call rests on the fitted dose curve; in most records, active means well fitted curve in the direction sought with a large enough effect; inconclusive means small, poorly fitted or top-dose-only effect, or another doubt; inactive means no such curve, though single readings can be large; an effect the other way counts as inactive or inconclusive. Potency means the concentration at half of the fitted maximal effect.

`O=C(NCCn1cccn1)c1ccc(OC2CCN(CCc3ccccc3)CC2)cc1` gave L3MBTL1 inh -3%, Tau fibril ThT 3%, JMJD2E inh 13%, ALDH1A1 block 5% and RECQ1 helicase inactive.
Screening CCO[C@@H]1OC(C(=O)N2CCOCC2)=C[C@H](c2coc3ccccc3c2=O)[C@H]1CCCO returned L3MBTL1 inh -7%, Tau fibril ThT 5%, JMJD2E inh 12%, ALDH1A1 block 5% and RECQ1 helicase inactive.
For Fc1cccc(Cc2noc(CN3CCN(c4cnccn4)CC3)n2)c1 the results were L3MBTL1 inh -3%, Lamin A splicing -9%[46 µM], KinaseGlo FLuc 3%, Tau fibril ThT -5%, JMJD2E inh -26%, ALDH1A1 block -4% and RECQ1 helicase 4%.
Screening O=C(CCCn1c(=S)[nH]c2ccc(Br)cc2c1=O)N1CCN(c2ccccn2)CC1 returned L3MBTL1 inh -1%, Lamin A splicing inconclusive, KinaseGlo FLuc -1%, Tau fibril ThT inconclusive, JMJD2E inh -4%, ALDH1A1 block 33%[activator], RECQ1 helicase -2% and SMN2 splice up -17%.
`O=c1nc2ccccc2c2n1C[C@H](CN1CCN(c3ccccc3)CC1)N2` gave KinaseGlo FLuc -1%, Tau fibril ThT -3%, JMJD2E inh inconclusive, ALDH1A1 block -8% and RECQ1 helicase -2%.
`O=C(CCc1ccccc1)OCC(=O)c1cccc([N+](=O)[O-])c1` gave L3MBTL1 inh -17%, Lamin A splicing 16%[46 µM], KinaseGlo FLuc 2%, Tau fibril ThT -12%, JMJD2E inh -9%, ALDH1A1 block inconclusive, RECQ1 helicase -8% and SMN2 splice up -6%.
`O=C(O)CCc1nnc(SCC(=O)Nc2cccc(C(F)(F)F)c2)[nH]c1=O` gave KinaseGlo FLuc 1%, Tau fibril ThT -1%, JMJD2E inh -4%, ALDH1A1 block -1%, RECQ1 helicase 10% and SMN2 splice up -8%.
Screening CCOCCCNCc1ccc(OCc2ccccc2Cl)cc1 returned L3MBTL1 inh 2%, Lamin A splicing inconclusive, KinaseGlo FLuc -1%, Tau fibril ThT -7%, JMJD2E inh -4%, ALDH1A1 block 6%, RECQ1 helicase -8% and SMN2 splice up 2%.
Screening COc1ccc(S(=O)(=O)N2CCCC2C(=O)NCc2cccs2)cc1 (stereo unspecified) returned L3MBTL1 inh -7%, Lamin A splicing 24%, KinaseGlo FLuc 1%, Tau fibril ThT -1%, JMJD2E inh -1%, ALDH1A1 block -6%, RECQ1 helicase -8% and SMN2 splice up -9%.
`OC(CSc1ccc(F)cc1)CN1CCN(c2ccccc2)CC1` (stereo unspecified) gave KinaseGlo FLuc 3%, Tau fibril ThT inconclusive, JMJD2E inh 3%, ALDH1A1 block 0%, RECQ1 helicase -13% and SMN2 splice up 5%.
`Cc1ccc(S(=O)(=O)N2CCN(S(=O)(=O)N3CCOCC3)CC2)c(C)c1` gave Lamin A splicing 1%, KinaseGlo FLuc -2%, Tau fibril ThT -4%, JMJD2E inh 6%, ALDH1A1 block 13µM*, RECQ1 helicase 8% and SMN2 splice up -11%.
CCCCOC(=O)CCc1n[nH]c(=O)[nH]c1=O was read as L3MBTL1 inh 6%, Lamin A splicing 5%, KinaseGlo FLuc 0%, Tau fibril ThT 0%, JMJD2E inh -3%, ALDH1A1 block -2%, RECQ1 helicase 8% and SMN2 splice up -15%.
Clc1cccc(-c2nc(NCC3CCCO3)c3ccccc3n2)c1 (stereo unspecified) was read as L3MBTL1 inh 9%, KinaseGlo FLuc 6%, Tau fibril ThT -11%, JMJD2E inh -14%, ALDH1A1 block 8% and RECQ1 helicase -7%.
Screening Cn1c(-c2cc3c(C(F)(F)F)nn(C)c3s2)n[nH]c1=S returned L3MBTL1 inh -6%, Lamin A splicing inconclusive, KinaseGlo FLuc -2%, Tau fibril ThT -9%, JMJD2E inh inconclusive, ALDH1A1 block inconclusive, RECQ1 helicase -3% and SMN2 splice up 5%.
O=C(CNC(=S)N(CCCN1CCOCC1)Cc1cccs1)NC1CCCCC1 was read as L3MBTL1 inh -18%, Lamin A splicing 4%[46 µM], KinaseGlo FLuc -1%, Tau fibril ThT 0%, JMJD2E inh -1%, ALDH1A1 block inconclusive, RECQ1 helicase inactive and SMN2 splice up -12%.
`CCc1nc2ccccc2c2nc3ccccc3n12` gave Lamin A splicing -3%, KinaseGlo FLuc -2%, Tau fibril ThT -12%, JMJD2E inh inconclusive, ALDH1A1 block inconclusive, RECQ1 helicase -7% and SMN2 splice up 9%.
C[C@H]1Cc2c(COc3ccccc3)nc3c(c2CO1)CN(C(=O)c1ccco1)CC3 was read as Lamin A splicing 6%[9.22 µM], KinaseGlo FLuc -5%[7.66 µM], Tau fibril ThT -6%[11.5 µM], JMJD2E inh 0%[11.4 µM], ALDH1A1 block 2%[13.5 µM], RECQ1 helicase inactive[11.5 µM] and SMN2 splice up 7%[9.22 µM].
`O=[N+]([O-])c1ccc(OCCOc2ccccc2/C=N/n2cnnc2)cc1` gave L3MBTL1 inh inconclusive, KinaseGlo FLuc -3%, Tau fibril ThT 0%, JMJD2E inh -2%, ALDH1A1 block 2%, RECQ1 helicase 4% and SMN2 splice up -28%.
`CCOC(=O)c1cc(C)n(S(=O)(=O)c2ccc(C)cc2)c1C` gave L3MBTL1 inh 33%[activator], Lamin A splicing inconclusive, KinaseGlo FLuc 0%, Tau fibril ThT -7%, JMJD2E inh inconclusive, ALDH1A1 block -11% and RECQ1 helicase -12%.
`N/C(=N\OC(=O)c1ccc(Cl)cc1)c1ccc(Cl)cc1` gave L3MBTL1 inh inconclusive, Lamin A splicing -2%, KinaseGlo FLuc -7%, Tau fibril ThT -2%, JMJD2E inh 4%, ALDH1A1 block -4%, RECQ1 helicase -8% and SMN2 splice up inconclusive.
For CC(C(=O)c1ccc(-c2ccccc2)cc1)[n+]1cccc(NC(=O)c2ccccc2)c1 (stereo unspecified) the results were L3MBTL1 inh -19%, Tau fibril ThT inconclusive, JMJD2E inh -4% and RECQ1 helicase -8%.
CCOC(=O)C(CSCC(=O)c1ccc(Cl)cc1)NC(=O)OC(C)(C)C (stereo unspecified) was read as Lamin A splicing 8%, KinaseGlo FLuc -4%, Tau fibril ThT inconclusive, JMJD2E inh -4%, ALDH1A1 block 20µM*, RECQ1 helicase inactive and SMN2 splice up -18%.
For Cc1cccnc1NC(=O)C1CCN(S(=O)(=O)c2cccs2)CC1 the results were Lamin A splicing 2%, KinaseGlo FLuc 0%, Tau fibril ThT 0%, JMJD2E inh -3%, ALDH1A1 block -11%, RECQ1 helicase -2% and SMN2 splice up 5%.
Screening O=C(COc1ccc(C(=S)N2CCOCC2)cc1Cl)Nc1ccccc1Cl returned Tau fibril ThT -12%, JMJD2E inh -8%, ALDH1A1 block 18µM* and RECQ1 helicase -2%.
For COC(=O)Cn1nnc(N2CCOCC2)n1 the results were L3MBTL1 inh -2%, Lamin A splicing 0%[46 µM], Tau fibril ThT 1%, JMJD2E inh 2%, ALDH1A1 block 4% and RECQ1 helicase inactive.
For C(=N\Nc1ccc2nncn2n1)/c1ccccn1 the results were L3MBTL1 inh 5%, Tau fibril ThT 1%, JMJD2E inh inconclusive, ALDH1A1 block inconclusive and RECQ1 helicase -4%.
`Cc1cc(/C=c2\sc3nc4ccccc4n3c2=O)c(C)n1-c1ccc(C(=O)O)cc1` gave L3MBTL1 inh -9%, Lamin A splicing -22%[46 µM], KinaseGlo FLuc 3%, Tau fibril ThT inconclusive, JMJD2E inh -26%, ALDH1A1 block inconclusive, RECQ1 helicase inactive and SMN2 splice up -22%.
Screening CCN(C(=O)CSc1ncccc1C(=O)O)C1CCCCC1 returned L3MBTL1 inh -6%, Lamin A splicing -23%[46 µM], KinaseGlo FLuc 8%, Tau fibril ThT -3%, JMJD2E inh -12%, ALDH1A1 block inconclusive, RECQ1 helicase -7% and SMN2 splice up 18%.
Screening CCOCCCNC(=O)C(NC(=O)Cc1c[nH]c2ccccc12)c1ccccc1 (stereo unspecified) returned L3MBTL1 inh 25%, KinaseGlo FLuc 1%, Tau fibril ThT 2%, JMJD2E inh 5%, ALDH1A1 block 0%, RECQ1 helicase 1% and SMN2 splice up 10%.
`CN(CCc1nc2ccc(Cl)cc2[nH]1)Cc1nc(CC2CC2)no1` gave L3MBTL1 inh -13%, Lamin A splicing 4%[46 µM], KinaseGlo FLuc 1%, Tau fibril ThT -4%, JMJD2E inh 14%, ALDH1A1 block inconclusive and RECQ1 helicase 0%.
`S=C(NCC1COc2ccccc2O1)Nc1ccc(Br)cc1` (stereo unspecified) gave L3MBTL1 inh 12%, Lamin A splicing inconclusive, KinaseGlo FLuc 0%, Tau fibril ThT 4%, JMJD2E inh -5%, ALDH1A1 block -2%, RECQ1 helicase -10% and SMN2 splice up inconclusive.
`Nc1nc(SCC(=O)N2CCOCC2)[nH]c(=O)c1-c1ccccc1` gave L3MBTL1 inh 9%, Lamin A splicing 0%[9.22 µM], KinaseGlo FLuc -8%, Tau fibril ThT 3%, JMJD2E inh 4%, ALDH1A1 block -14%, RECQ1 helicase -5% and SMN2 splice up 15%.
Cc1nnc(NC(=O)Nc2ccc(Cl)c(Cl)c2)s1 was read as Lamin A splicing -13%, KinaseGlo FLuc -3%, Tau fibril ThT 2%, JMJD2E inh 8%, ALDH1A1 block 20%, RECQ1 helicase 11% and SMN2 splice up -35%[inhibitor].
COc1cc(CCN2C(=O)N[C@@H](CCc3ccccc3)C(C(C)=O)=C2C)cc(OC)c1OC was read as L3MBTL1 inh -3%, Lamin A splicing -16%, KinaseGlo FLuc 2%&2%, Tau fibril ThT -2%&-14%, JMJD2E inh 15%&12%, ALDH1A1 block -15%, RECQ1 helicase 2%&-5% and SMN2 splice up 10%&6%.
Screening COc1cc(OC)c(S(=O)(=O)N2CCCCC2)cc1S(=O)(=O)N1CCCCC1 returned L3MBTL1 inh 8%, Lamin A splicing 12%, KinaseGlo FLuc -3%, Tau fibril ThT -4%, JMJD2E inh 13%, ALDH1A1 block 3.5µM*, RECQ1 helicase 0% and SMN2 splice up 26%.

The list is partial; rates above refer to the full screens.
